Screening data from PubChem.
Siah-1 displacement: blockers of Siah-1 interaction with plectin peptide – biochemical, fluorescence polarization, rhodamine-plectin, uHTS, primary screen (AID 1817); Siah-1 / rhodamine-plectin peptide fluorescence polarization; higher % means a stronger effect; displacement, % at 20 µM; hits with a dose series show IC50 in µM; 290,000 compounds, 0.02% hits;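 active = displacement of at least 50% at 20 µM, with a fluorescence ratio check between 0.3 and a set limit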;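 note: plate controls were Siah plus tracer with DMSO for no effect and tracer alone without Siah for full effect; strong numbers were not always called active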
NTR1 ag: agonists of NTR1, primary screen, imaging, U2OS cells, beta-arrestin-GFP, high content (AID 493036); 330,000 compounds, 0.17% hits; P30989; activation, % at 20 µM; NTR1-U2OS beta-arrestin-GFP spot imaging, agonist mode;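 active = activation at or above 40% of the spot to cytoplasm intensity ratio, with at least 20 cells analyzed; inconclusive = wells under 20 cells, flagged as cytotoxic or low count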;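 note: 0% = DMSO without peptide and 100% = 100 nM NTR1 peptide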
Target sequence (P30989 whole entry, looked up): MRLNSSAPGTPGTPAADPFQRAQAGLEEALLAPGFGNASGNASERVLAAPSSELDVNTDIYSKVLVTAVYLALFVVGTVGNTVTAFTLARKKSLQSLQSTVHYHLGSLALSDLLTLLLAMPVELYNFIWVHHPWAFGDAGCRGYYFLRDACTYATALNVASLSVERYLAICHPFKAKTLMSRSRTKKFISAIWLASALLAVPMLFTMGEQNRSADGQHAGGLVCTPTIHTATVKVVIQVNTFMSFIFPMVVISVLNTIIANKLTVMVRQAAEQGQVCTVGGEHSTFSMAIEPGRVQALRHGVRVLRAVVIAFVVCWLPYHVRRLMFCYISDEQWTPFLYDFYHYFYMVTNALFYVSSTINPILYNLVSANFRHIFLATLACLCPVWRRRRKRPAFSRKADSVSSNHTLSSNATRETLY
K1F lysis inhibition: inhibition of K1F phage lysis, E. coli UTI89, bacterial capsule biogenesis inhibitors, alamar blue (AID 488966) | E. coli UTI89 K1F phage lysis, alamar blue, 2 h; higher % means a stronger effect | 340,000 compounds, 0.02% hits | inhibition, % at 100 µM, or IC50 in µM where a hit was titrated;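 active = phage lysis inhibition, versus mean bacterial control, above a set limit; inconclusive = no clear call, values can overlap the other calls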;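 note: capsule biogenesis inhibitors block K1F phage lysis so surviving cells raise fluorescence; higher fluorescence means more inhibition of phage lysis; actives were called in the ten point dose series up to 300 µM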
HIV peptide binding: cell-free HIV fusion peptide-binding blockers – biochemical, uHTS, fluorescence dequenching, primary screen (AID 1986). one-dose inhibition, % at 20 µM; IC50 in µM for titrated hits. cell-free peptide binding, fluorescence dequenching, 30 min; higher % means a stronger effect. 290,000 compounds, 0.3% hits; in the data active = inhibition mostly above about 52%, no sharp cut-off; inactive = mostly below about 76%; note: some results filed as inactive read as strong as hits
GPR55 antagonists: GPR55 antagonists blocking LPI-driven arrestin recruitment, primary screen, imaging, U2OS, beta-arrestin-GFP, LPI agonist (AID 2013); U2OS GPR55 beta-arrestin-GFP translocation imaging, LPI antagonism; higher % means a stronger effect; 290,000 compounds, 0.13% hits; inhibition, % at 10 µM, or IC50 in µM where a hit was titrated;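 active = spots per cell inhibited over 60%, with over 100 cells counted and total cytoplasm intensity under 500,000; inconclusive = wells with under 100 cells, flagged as likely toxic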;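 note: U2OS cells stably carrying GPR55 and arrestin-GFP stimulated by 5 µM LPI near EC80; imaged beta-arrestin-GFP aggregate spots per cell after agonist stimulation; plate controls were LPI-stimulated DMSO wells for no effect and DMSO wells without LPI for full effect; some results filed as inactive read as strong as hits; confirmed hits need IC50 under 10 µM and bright autofluorescent wells are also inconclusive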
GPR55 beta-arrestin: GPR55 agonists via beta-arrestin recruitment, primary screen, imaging, U2OS cells, beta-arrestin-GFP redistribution (AID 1961); 290,000 compounds, 0.048% hits; activation, % at 10 µM, or EC50 in µM where a hit was titrated; U2OS GPR55 beta-arrestin-GFP redistribution imaging; higher % means a stronger effect;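 active = activation above 40% with more than 50 cells counted in the well; inconclusive = wells holding fewer than 50 cells, flagged as toxic or sparse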;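 note: U2OS osteosarcoma cells stably expressing GPR55 and beta-arrestin-GFP; plate controls were DMSO negative control for no effect and LPI positive control for full effect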
AID2073: inhibitors of Mint1-CaV2.2 protein interaction, biochemical, HTRF (AID 2073); inhibition, % at 20 µM, or IC50 in µM where a hit was titrated; 290,000 compounds, 0.19% hits; HTRF protein-protein interaction, Mint1-CaV2.2; higher % means a stronger effect; in the data active = inhibition mostly above about 51%, no sharp cut-off; inconclusive = no clear call, values can overlap the other calls; inactive = mostly below about 53%; note: some results filed as inactive read as strong as hits
NS5 inhibitors: Dengue-2 NS5 methyltransferase inhibitors, primary screen, biochemical, confirmation dose response (AID 588689) | Dengue-2 NS5 methyltransferase capping enzyme assay, biochemical; higher % means a stronger effect | inhibition, % at 25 µM, or IC50 in µM where a hit was titrated | 340,000 compounds, 0.3% hits; in the data active = a potency from the dose series; inconclusive = inhibition above about 29% without an active follow-up result
GPR35 arrestin U2OS: GPR35 antagonists blocking zaprinast-driven arrestin recruitment, primary screen, imaging, U2OS, beta-arrestin-GFP, zaprinast agonist (AID 2058); inhibition, % at 10 µM, or IC50 in µM where a hit was titrated; U2OS GPR35 beta-arrestin-GFP translocation imaging, zaprinast antagonism; higher % means a stronger effect; 290,000 compounds, 0.052% hits;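 active = inhibition of at least 50% with at least 30 cells and total cytoplasm GFP at most 10,000,000; inconclusive = under 30 cells or total GFP of 10,000,000 plus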
NTR1 ag cell count 20 µM: also measured in NTR1 ag; calls as there; cell count; measured here: cell count, cytotoxicity flag
NS5 inhibitors pilot replicate: second read-out of NS5 inhibitors, no call of its own (marks repeat the call); inhibition, %; measured here: pilot screen replicate inhibition
Starred values were filed as active, the others as inactive; ? = inconclusive; . = not tested or not shown; [ ] = remark or other dose.

SMILES	Siah-1 displacement	NTR1 ag	NTR1 ag cell count 20 µM	K1F lysis inhibition	HIV peptide binding	GPR55 antagonists	GPR55 beta-arrestin	AID2073	NS5 inhibitors	GPR35 arrestin U2OS	others
Clc1ccc(-n2ncc3c(N4CCCCCC4)ncnc32)cc1	11%	9.4	90	0.1%	3.1%	15%	1.0%	-2%	-3%	-3%
COc1ccc(OC)c(NC(=O)Cn2c(=O)oc3ccccc32)c1	0%	0.8	51	4.5%	1.9%	3%	-0.2%	4%	-1%	-10%
CCn1cnc2sc(C(=O)Nc3ccccc3OC)c(C)c2c1=O	14%	2.2	61	0.2%	-1.7%	4%	-0.1%	23%	-2%	5%
Cc1noc(C)c1C(=O)N1CCOCC1	2%	0.5	65	4.0%[50 µM]	96%	0%	0.2%	0%	5%	-4%
O=C(Nc1nc2c(F)cc(F)cc2s1)C1CC1	-6%	0.5	88	1.2%	-0.8%	14%	0.0%	7%	5%	15%
COCCn1c(SCC(=O)NC2CCCCC2)nc2c(c1=O)SCC2	-1%	0.2	67	0.2%	-0.2%	9%	-0.1%	-4%	0%	15%
C/C(=N\NC(=O)C1CC1)c1ccccc1O	12%	2.1	66	0.1%	0.2%	2%	-0.2%	2%	-2%	-9%
Cc1ccc([N+](=O)[O-])c(OCCN2CCCCCC2)c1	-4%	-0.4	77	0.1%	1.5%	-12%	-0.3%	-5%	7%	0%
CCc1ccc(N(CC(=O)NC2CCCCC2)C(=O)CNC(=O)c2ccco2)cc1	3%	1.2	51	-0.1%	0.1%	-3%	0.2%	-7%	2%	-3%
O=C(Nc1nc2c(Br)cccc2s1)C1CC1	1%	-3.8	47	2.7%	4.6%	2%	0.6%	21%	1%	-12%
CCOc1ccc(/C=N/NC(=O)CC(=O)NCc2ccccc2)cc1	3%	0.3	86	-0.2%	-0.5%	-1%	-0.1%	2%	.	6%
CCOC(=O)NC1C=CS(=O)(=O)C1 (stereo unspecified)	2%	0.6	79	1.6%	6.2%	22%	-0.3%	-9%	.	3%
COc1cc(C)c(CN2CCC(n3nccc3NC(=O)C3CCOC3)CC2)cc1C (stereo unspecified)	-1%	0.5	56	-0.1%	0.2%	13%	0.3%	-2%	-8%	22%
CCc1ccc(NC(=O)CN2CCCN(S(=O)(=O)c3ccc(F)cc3)CC2)cc1	14%	1.2	37	0.0%	-0.4%	10%	-0.2%	-6%	-6%	2%
COC(=O)c1cn(CC(=O)NC2CCCCC2)c2ccccc12	0%	0.4	80	-0.1%	-3.0%	-10%	-0.2%	16%	-4%	-8%
COCC(C)NC(=O)/C=C/c1ccc(OC)cc1 (stereo unspecified)	0%	0.9	89	-0.5%	0.8%	0%	-0.3%	-6%	-7%	-9%
CC(=O)Oc1ccc2c(=O)c(Oc3ccccc3)coc2c1OC(C)=O	17%	-0.2	47	-2.1%	28%	-8%	-0.3%	18%	7%	.
CC(CN1CCCC1)OC(=O)c1cccc(F)c1 (stereo unspecified)	8%	-0.3	68	-1.0%	-0.3%	-1%	0.3%	6%	.	-9%
COc1ccc(NC(=O)CN2C(=O)NC3(CCCC3)C2=O)cc1	5%	2.0	47	0.2%	1.4%	-10%	-0.2%	-5%	-3%	17%
Cc1nn(C(=O)CNC(=O)c2ccccc2)c(C)c1C	2%	2.5	56	5.3%	2.1%	-3%	-0.3%	3%	-1%	5%
COc1ccc(C(CNC(=O)c2cncc(Br)c2)N(C)C)cc1 (stereo unspecified)	-4%	1.1	37	-0.1%	1.8%	0%	-0.2%	-2%	-12%	3%
COc1ccc(-c2coc3cc(OC)cc(O)c3c2=O)cc1	5%	4.0	50	0.8%	-2.6%	10%	-0.1%	1%	-9%	-10%
Cc1ccc(N2CC(C(=O)Nc3cccnc3)CC2=O)cc1C (stereo unspecified)	4%	-0.4	63	-0.1%	-0.5%	5%	0.0%	7%	2%	10%
Cn1c(SCc2ccccc2C#N)nnc1-c1ccncc1	-7%	-1.2	49	0.2%	-0.5%	-8%	-0.2%	-3%	1%	-4%
CCc1nc2sc3c(Cl)ncnc3c2c2c1CCCC2	-3%	16	64	.	-1.4%	3%	0.4%	3%	.	-14%
COc1cccc(C2[C@H](C)C3(CCN2C)OCCO3)c1 (stereo partly specified)	-5%	0.4	59	2.6%	-2.4%	-7%	-0.3%	1%	-1%	20%
Cc1ccc(C)n1-c1ccc(C(=O)NN)cc1	5%	1.3	65	0.5%[50 µM]	0.3%	11%	-0.2%	7%	0%	-2%
c1ccc(NCc2nnc3n2CCCCC3)cc1	2%	-1.0	56	0.3%	2.5%	-4%	0.4%	-3%	-5%	4%
COc1ccc(NC(=O)C(OC(=O)c2ccc([N+](=O)[O-])o2)c2ccccc2)cc1Cl (stereo unspecified)	3%	1.4	63	-3.2%[50 µM]	3.9%	-2%	?	-4%	-24%	14%
O=C(NNC(=S)Nc1ccc(Cl)cc1)c1ccccc1	8%	-0.7	65	-0.5%	0.1%	0%	-0.2%	-10%	-8%	-2%
COc1ccc(NC(=O)N2CCC(n3nnc4cc(C)ccc43)CC2)cc1	6%	0.5	82	-0.1%	-1.3%	2%	-0.4%	0%	-4%	-10%
O=C(CCN1C(=O)/C(=C/c2ccccc2Cl)SC1=S)NNC(=O)c1cccnc1	1%	1.2	44	-1.7%	-1.4%	-6%	-0.2%	3%	4%	-8%
COC(=O)C1CCN(C(=O)C(C)Oc2ccc(Cl)cc2Cl)CC1 (stereo unspecified)	-4%	0.1	68	-0.7%	-2.1%	8%	-0.1%	3%	1%	16%
CC(=O)N1CCCc2cc(S(=O)(=O)Nc3cccc(C)c3C)ccc21	-1%	0.4	80	-0.4%	-1.7%	3%	0.1%	4%	-1%	22%
COc1ccc(CNC(=O)COc2ccc(S(=O)(=O)N3CCCCC3)cc2)cc1	-5%	-0.1	56	0.0%	-0.2%	-5%	0.0%	3%	2%	-3%
O=C1CCCN1CCCNc1ncnc2c1cnn2-c1ccc(Cl)cc1	6%	-1.1	53	0.3%	-0.4%	-6%	0.2%	13%	1%	4%

Among those listed so far, these contain a thiophene ring, fused or not:
SMILES	Siah-1 displacement	NTR1 ag	NTR1 ag cell count 20 µM	K1F lysis inhibition	HIV peptide binding	GPR55 antagonists	GPR55 beta-arrestin	AID2073	NS5 inhibitors	GPR35 arrestin U2OS	others
CCn1cnc2sc(C(=O)Nc3ccccc3OC)c(C)c2c1=O	14%	2.2	61	0.2%	-1.7%	4%	-0.1%	23%	-2%	5%
CCc1nc2sc3c(Cl)ncnc3c2c2c1CCCC2	-3%	16	64	.	-1.4%	3%	0.4%	3%	.	-14%

Molecules above with two or more sulfur atoms:
SMILES	Siah-1 displacement	NTR1 ag	NTR1 ag cell count 20 µM	K1F lysis inhibition	HIV peptide binding	GPR55 antagonists	GPR55 beta-arrestin	AID2073	NS5 inhibitors	GPR35 arrestin U2OS	others
COCCn1c(SCC(=O)NC2CCCCC2)nc2c(c1=O)SCC2	-1%	0.2	67	0.2%	-0.2%	9%	-0.1%	-4%	0%	15%
O=C(CCN1C(=O)/C(=C/c2ccccc2Cl)SC1=S)NNC(=O)c1cccnc1	1%	1.2	44	-1.7%	-1.4%	-6%	-0.2%	3%	4%	-8%

Next structures follow.
SMILES	Siah-1 displacement	NTR1 ag	NTR1 ag cell count 20 µM	K1F lysis inhibition	HIV peptide binding	GPR55 antagonists	GPR55 beta-arrestin	AID2073	NS5 inhibitors	GPR35 arrestin U2OS	others
C/C(=N\NC(=O)c1ccco1)c1ccc(NC(=O)C(F)(F)F)cc1	-7%	0.0	51	0.0%	-1.4%	-5%	0.0%	3%	2%	-8%
Cc1ccc(C(=O)COC(=O)CNC(=O)C(c2ccccc2)c2ccccc2)cc1[N+](=O)[O-]	6%	0.0	54	-0.9%	-0.2%	10%	0.2%	-7%	-8%	-1%
Cc1csc(NC(=O)CN2C(=O)C3CC=CCC3C2=O)n1 (stereo unspecified)	-3%	-0.9	36	0.5%	-1.0%	0%	-0.2%	0%	-7%	12%
COc1cccc(-n2nnnc2SCC(=O)c2ccc(NC(C)=O)cc2)c1	0%	0.1	64	0.2%	-0.7%	3%	0.2%	-12%	1%	12%
CCOc1ccc(CC2S/C(=N/N=C/c3ccco3)NC2=O)cc1 (stereo unspecified)	-2%	0.3	56	1.3%	-2.5%	9%	-1.2%	-5%	2%	-14%
O=C(NC(Cc1ccccc1)C(=O)O)/C(=C/c1ccc(Cl)cc1)NC(=O)c1ccco1 (stereo unspecified)	4%	0.6	46	0.1%	1.5%	2%	-0.1%	-4%	-5%	-8%
Cn1c(=O)[nH]c(=O)c2c1nc(SCCN1CCOCC1)n2CCCc1ccccc1	-2%	-2.0	61	1.3%	3.2%	-13%	-0.1%	-4%	0%	8%
COc1ccc(C2(C(=O)N3CCC(n4nc(-c5ccccc5)oc4=O)CC3)CC2)cc1	6%	2.9	73	0.0%	-1.5%	8%	-0.2%	-8%	0%	14%
Oc1ccccc1N1CCN(C(c2ccccc2)c2ccccc2)CC1	-9%	1.3	47	0.2%	-0.9%	4%	-0.1%	6%	-4%	8%
Cn1c(=O)c(=O)n(C)c2cc(S(=O)(=O)NCCc3ccccc3)ccc21	7%	-0.3	79	0.0%	0.2%	-2%	-0.1%	20%	-3%	4%
O=C(NNC(=O)c1cccc(Br)c1)Nc1ccc(Cl)cc1	3%	-0.7	97	0.5%	1.9%	1%	0.2%	5%	-10%	-8%
COc1ccc(/C(O)=C2/C(=O)C(=O)N(c3ccccn3)C2c2ccc(OC)cc2)cc1 (stereo unspecified)	5%	-1.4	88	0.2%	-0.3%	-6%	1.7%	25%	0%	-19%
CC(C)(C)C(=O)COC(=O)C1CC(=O)N(c2ccccc2)C1 (stereo unspecified)	1%	0.0	71	0.1%	1.2%	13%	0.2%	-4%	-8%	-10%
Cc1ccc(-n2c3c(cc(C(=O)O)c2=O)C(=O)CC(C)(C)C3)cc1	1%	-2.4	71	1.4%	-0.6%	2%	-0.1%	1%	4%	18%
Cc1[nH]c2ccc(Br)cc2c(=O)c1CN1CCCCC1	0%	-0.6	75	0.1%	2.4%	11%	-0.2%	?	-8%	2%	NS5 inhibitors pilot replicate=-3.8
c1ccc(N=Nc2cn[nH]c2-c2ccco2)cc1	6%	3.4	89	0.1%	-4.4%	5%	0.2%	1%	2%	10%
COc1cccc(-c2ccc(C#N)c(=O)[nH]2)c1	7%	-0.2	72	0.2%	0.4%	-8%	0.6%	10%	-4%	-7%
